CDK5 p35 inh: inhibitors of human CDK5/p35 kinase; Q00535+Q15078; Recombinant CDK5/p35, ADP-Glo luminescence, 60 min; inhibition, % at 10 µM; 330,000 compounds, 0.01% hits; AID 488839;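 active = highest replicate inhibition of at least 50% and at least 75% of replicates reaching 50%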;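 also: plate controls were DMSO neutral control for no effect and GW8510 at 10 µM for full effect; many of its hits are not listed in these tables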
Cardiac RTF inh: cardiac RTF calcium desensitization. P19429+P45379. IANBD-labeled cardiac RTF, Ca2+ fluorescence. inhibition, % at 7.15 µM. 340,000 compounds, 0.12% hits. AID 493244;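 active = inhibition above the mean inhibition of all tested compounds plus 3 SD, cut at about 17% in these data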;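 also: assay run at fixed EC70 calcium of 1.6 mM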
NSD2 HMT inh: NSD2 (human) methyltransferase inhibition | O96028 | NSD2 peptide methylation, AlphaScreen, 120 min | inhibition, % at 12.5 µM | 310,000 compounds, 0.54% hits | AID 743445; in the data active = inhibition above about 50%
Keap1-Nrf2 PPI: disrupts human Keap1 binding to Nrf2 peptide | 340,000 compounds, 0.15% hits | Keap1 Kelch-Nrf2 peptide fluorescence polarization, 1536-well | AID 504523 | inhibition, % at 9.4 µM | Q14145; in the data active = inhibition above about 12%;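 also: human Keap1 Kelch domain with fluorescein labeled Nrf2 9mer peptide probe; 0% = neutral control wells and 100% = peptide positive control; higher means more block of Keap1 binding to Nrf2 peptide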
Target sequence (Q14145 whole entry, looked up, the tested form may be a part): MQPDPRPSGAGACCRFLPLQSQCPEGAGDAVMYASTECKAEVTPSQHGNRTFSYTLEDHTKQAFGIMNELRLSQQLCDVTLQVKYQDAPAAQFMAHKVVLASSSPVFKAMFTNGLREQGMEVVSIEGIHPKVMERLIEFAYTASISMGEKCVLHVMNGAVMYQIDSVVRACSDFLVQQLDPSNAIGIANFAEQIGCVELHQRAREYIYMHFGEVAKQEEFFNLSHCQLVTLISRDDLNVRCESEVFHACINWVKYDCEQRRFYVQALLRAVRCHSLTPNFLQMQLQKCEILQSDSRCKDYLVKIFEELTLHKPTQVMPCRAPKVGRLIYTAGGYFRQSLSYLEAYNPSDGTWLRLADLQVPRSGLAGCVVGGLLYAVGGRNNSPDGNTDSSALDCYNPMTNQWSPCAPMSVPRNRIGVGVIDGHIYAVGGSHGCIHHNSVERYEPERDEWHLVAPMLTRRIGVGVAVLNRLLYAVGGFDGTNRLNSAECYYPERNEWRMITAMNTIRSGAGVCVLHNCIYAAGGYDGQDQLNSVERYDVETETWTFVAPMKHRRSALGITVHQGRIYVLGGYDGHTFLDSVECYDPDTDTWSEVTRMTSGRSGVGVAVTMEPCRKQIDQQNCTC
Mot1-301 SUMO: inhibitors of SUMOylation pathway: yeast Mot1-301 growth rescue | S. cerevisiae Mot1-301 growth rescue, ATP luminescence, 38.5C; percent above DMSO median, 100 means doubled | AID 2716 | growth rescue, % at 18.8 µM | 320,000 compounds, 1% hits;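 active = every valid replicate shows activation above 250% relative to neutral control wells; inactive = the rest, any valid replicate at or below 250%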;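 also: OY570 slx delta 5 strain wells were the positive control but not used for scaling; some compounds called inactive have numbers as strong as hits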
PfHsp90 yeast 2: reduces growth (ATP signal) of yeast expressing P. falciparum Hsp90 | S. cerevisiae expressing PfHsp90, BacTiter-Glo ATP, 48 h; yeast lacking PDR1 and PDR3 efflux regulators | inhibition, % at 9.4 µM | 310,000 compounds, 0.32% hits | AID 504621;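 active = every replicate shows inhibition above about 80%, whatever the replicate mean, limit read from the data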;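 also: 0% = DMSO neutral controls and 100% = 20 µM radicicol positive controls; yeast relying on Plasmodium falciparum Hsp90 in place of its own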
PvdQ acylase: blocks Pseudomonas aeruginosa PvdQ acylase activity; 340,000 compounds, 0.063% hits; inhibition, % at 10 µM; purified PvdQ acylase, fluorescence plate reader; in the data active = inhibition above about 30%, passing the limit was not always enough;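 also: 0% = vehicle neutral wells and 100% = reference inhibitor wells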
cardiac RTF act: cardiac RTF calcium sensitization; IANBD-labeled TnC RTF fluorescence at EC20 calcium; 0% EC20 calcium, 100% full calcium; activation, % at 7.2 µM; 340,000 compounds, 0.24% hits; AID 493008;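 active = activation above the mean over all tested compounds plus 3 SD, cut at about 30% in these data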;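 also: rise in fluorescence read as greater calcium sensitivity of cardiac thin filaments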
LANA DNA inh: inhibitors of KSHV LANA C-terminal domain DNA binding; MBP-C-LANA/FAM-LBS DNA binding, fluorescence polarization; inhibition, % at 9 µM; 340,000 compounds, 0.078% hits;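 active = highest replicate inhibition at or above 60% at 9 µM, even if other replicates fall short; inactive = all replicates below 60% inhibition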;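 also: 0% = neutral control wells and 100% = 4 µM acridine orange control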
dFosB activator: activators of mouse delta FosB homodimer | activation, % at 25 µM | 340,000 compounds, 0.99% hits | P13346 | AID 493131 | purified delta FosB, TAMRA-CDK5 oligo fluorescence polarization; percent of positive-control signal above neutral wells;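 active = mean activation above about 17%, with every replicate also reaching it, limit read from the data, passing the limit was not always enough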;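 also: fluorescence polarization rise as delta FosB binds a TAMRA Cdk5 AP-1 oligo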
Rtt109 Vps75: C. albicans Rtt109 histone acetyltransferase inhibition; Q5AAJ8; purified Rtt109/Vps75, ThioGlo CoA-SH fluorescence, 4 h; inhibition, % at 34.9 µM; 330,000 compounds, 0.16% hits; AID 540336;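 active = inhibition of at least 50% in every replicate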
Target sequence (Q5AAJ8 whole entry, looked up): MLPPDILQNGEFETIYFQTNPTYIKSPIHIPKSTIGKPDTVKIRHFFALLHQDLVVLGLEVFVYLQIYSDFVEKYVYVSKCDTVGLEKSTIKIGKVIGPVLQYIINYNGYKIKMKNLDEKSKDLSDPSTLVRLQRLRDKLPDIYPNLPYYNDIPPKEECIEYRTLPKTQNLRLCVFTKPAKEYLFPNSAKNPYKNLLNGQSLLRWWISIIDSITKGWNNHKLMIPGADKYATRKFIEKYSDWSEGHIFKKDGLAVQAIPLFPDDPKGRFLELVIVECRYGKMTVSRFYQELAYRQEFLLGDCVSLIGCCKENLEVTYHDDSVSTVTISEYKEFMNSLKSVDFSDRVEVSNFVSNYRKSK
An asterisk follows results filed as active; nt = no result given; + = active, no number.

SMILES	CDK5 p35 inh	Cardiac RTF inh	NSD2 HMT inh	Keap1-Nrf2 PPI	Mot1-301 SUMO	PfHsp90 yeast 2	PvdQ acylase	cardiac RTF act	LANA DNA inh	dFosB activator	Rtt109 Vps75
CCN(C[C@H]1N[C@@](CC)(C(=O)OC)[C@H]2C(=O)N(Cc3ccccc3)C(=O)[C@@H]12)C(=O)c1ccc(C)cc1	-1.0	-8	nt	1	nt	6	-18	3	-1.0	-13	1
Cc1ccc(S(=O)(=O)N2CCN(C(=O)c3cc(S(=O)(=O)N4CCOCC4)c(Cl)cc3Cl)CC2)cc1	1.8	-5	-1	-2	nt	-11	-11	1	0.4	-5	-2
Cc1cc(N2CCCC2=O)ccc1S(=O)(=O)Nc1c(C)nn(C)c1C	-3.7	0	-3	0	-8	-12	0	0	-0.3	-6	6
Cc1cccc(NC(=O)N2CCCC2C(=O)NCc2ccccc2)c1 (stereo not given)	0.6	-12	-1	-2	-19	1	-18	2	-0.1	-3	-6
COc1ccc(/C(N)=N/OC(=O)COc2ccccc2Cl)cc1	0.4	-3	-2	-3	-13	9	-3	-5	1.7	3	1
Cc1sc2nc(C3CC3)nc(SCC(=O)N3CCc4ccccc4C3)c2c1C	0.5	-5	1	-8	-8	nt	-11	-1	1.5	-16	0
COc1ccc(C2=NN(C(=S)Nc3ccccc3)C(c3ccccc3)C2)cc1 (stereo not given)	0.7	-16	-2	-1	+	-19	-7	-1	1.1	0	0
COc1ccc(NC(=O)Cc2ccsc2)cc1S(=O)(=O)N1CCCCC1	-0.7	-4	0	2	-2	35	-9	0	-0.6	-12	-4
O=C(CCSc1nnc(-c2ccc(O)cc2)o1)N1CCOCC1	-1.6	-1	1	-6	224	-43	-10	-2	-0.4	12	7
CSc1ccc(CCNC(=O)CS(=O)(=O)Cc2nc(-c3ccccc3F)oc2C)cc1	-0.3	-10	-2	0	11	-8	-14	2	-1.4	-7	-17
O=C(Nc1nnc(SCc2ccccn2)s1)C1CC(=O)N(c2ccc(F)cc2)C1 (stereo not given)	-0.8	-6	nt	-2	6	8	-4	-2	17	-4	1
O=S(=O)(Nc1cccc(-c2ccc3nncn3n2)c1)c1cccs1	0.7	-2	-2	-3	508	8	3	-2	0.4	-6	-2
CCN1C(=NCCOC)N[C@@H](c2cccs2)C(C(=O)OC)=C1C	0.4	-4	nt	-3	9	23	-10	-2	-0.3	1	3
COc1cc(NC(=O)CCN2CCOCC2)cc(OC)c1	-0.1	0	-1	-2	-7	4	-14	-2	-2.5	-1	1
CN(Cc1c(F)cccc1Cl)c1ccc(S(=O)(=O)N2CCOCC2)cn1	-2.0	-3	0	-4	15	20	-5	4	0.0	-7	-1
Cc1onc(-c2ccccc2Cl)c1C(=O)Nc1nc2c(s1)CCCC2	-0.8	-1	0	-1	nt	-10	-4	0	-0.9	0	0
CCCCc1nc2cc(C(=O)N3CCCCC3CCO)ccc2o1 (stereo not given)	-0.1	-1	-1	-5	0	-10	-9	-3	-1.8	-12	16
CCSc1ncc(Cl)c(C(=O)Nc2ccccc2F)n1	-2.3	-1	-3	0	66	-19	-10	3	-1.1	2	-1
c1ccc2c(c1)OCCOCCOCCOCCOCCOc1ccccc1OCCOCCOCCO2	-1.0	-9	0	-8	-11	6	-10	6	-0.3	-2	-8
CCOc1ccc(NC(=O)c2cc(=O)[nH]c3ccccc23)cc1	0.9	-7	0	3	43	3	-1	7	-1.0	2	3
O=C(NCc1ccccc1)C1c2ccccc2Oc2ccccc21	1.1	-2	1	2	nt	-17	2	2	-1.9	0	nt
COc1ccc(S(=O)(=O)NCCC(C)C)cc1OC	0.0	-4	1	-1	-3	-9	-4	0	1.7	-5	1
COC(=O)c1c(NC(=O)COC(=O)CC(NC(C)=O)c2ccccc2)sc(C)c1C (stereo not given)	0.8	-16	2	-1	166	nt	-6	1	-1.6	-1	4
Cc1ccccc1NC(=O)Cc1nnc(SCC(=O)Nc2ccccc2)n1C	-7.1	-3	1	0	12	nt	-4	1	0.2	0	-1
CN1C[C@@H]2C[C@@H](c3cccn3-c3nccs3)N3CCC[C@@]23C1=O	-2.3	-9	-3	-5	-23	nt	-21	14	0.9	-1	-4

(continued)
SMILES	CDK5 p35 inh	Cardiac RTF inh	NSD2 HMT inh	Keap1-Nrf2 PPI	Mot1-301 SUMO	PfHsp90 yeast 2	PvdQ acylase	cardiac RTF act	LANA DNA inh	dFosB activator	Rtt109 Vps75
Cc1cc(C)c(NC(=O)C[N+](C)(C)CC(O)COc2cccc3ccccc23)c(C)c1 (stereo not given)	5.5	-6	15	0	-10	-13	3	-3	0.5	15	28
NS(=O)(=O)c1ccc(CCNC(=O)c2ccc(Cl)c(S(=O)(=O)N3CCCCC3)c2)cc1	-1.5	2	1	-2	-17	2	-12	-3	1.7	-13	-2
CC(NC(=O)CCn1nc(-c2ccc(Cl)cc2)ccc1=O)c1ccccc1 (stereo not given)	-2.7	6	8	-4	4	-4	3	-5	4.0	4	-2
Cc1cc(=S)cc(C)n1CCCn1ccnc1	3.2	2	-1	-3	-3	-26	-12	-2	-0.3	1	-42
COC(=O)C(/C=N/OCc1ccc([N+](=O)[O-])cc1)NC(=O)c1cccc(Cl)c1 (stereo not given)	-0.6	-7	4	1	59	-8	8	5	-2.1	-2	-3
CCOC(=O)c1cn(Cc2cccc(Cl)c2)c2cc(C)nn2c1=O	1.4	-15	0	-3	3	-4	-6	12	2.8	4	1
CCOc1ccc(C(=O)CCc2nc3ccccc3s2)cc1	-2.9	-10	-1	-2	30	14	0	4	0.2	-3	3
COc1ccccc1CNC(=O)C1CCC(CNS(=O)(=O)c2ccc(NC(C)=O)cc2)CC1 (stereo not given)	-1.9	-4	18	-4	11	0	-11	-6	11	14	1
CC1=CC(=O)C=C/C1=C(/c1ccc(O)cc1C)c1ccccc1S(=O)(=O)O	1.6	-7	16	-4	-9	27	-2	0	-1.1	2	1
Cc1[nH]n2c(=O)c(C#N)c(-c3ccccc3)nc2c1-c1ccccc1	1.2	-6	12	0	3	nt	1	-6	-0.5	3	-5
CC(=O)Nc1cccc(NC(=O)CSc2ccc(C(F)(F)F)cc2[N+](=O)[O-])c1	0.8	0	0	-1	8	-39	-12	-13	-1.1	1	-6
N#CC(C#N)=Cc1cn(-c2ncc(C(F)(F)F)cc2Cl)c2ccccc12	0.0	-2	nt	3	-6	nt	3	3	-0.6	-9	-9
C/C(=N\NS(=O)(=O)c1ccc([N+](=O)[O-])cc1)c1ccc2c(c1)OCO2	1.5	3	-1	-1	-6	-7	20	-2	0.4	2	13
CC(CCCC(C)(C)O)NC(=O)c1cc(COc2ccc3ncccc3c2)on1 (stereo not given)	-3.5	-13	-2	-4	-3	18	-10	3	0.3	-9	-2
CCNC(=O)C(=O)N/N=C/c1cc([N+](=O)[O-])ccc1O	-2.4	-6	-4	-1	6	-2	-10	-4	0.7	1	4
COc1ccc(C(=O)CCC(=O)Nc2cccc(Cl)c2)cc1	1.8	1	-1	-4	30	-12	-2	-1	-3.2	-9	1
CC(C)Cc1nc2oc3c(Cl)ncnc3c2c2c1CCC2	-1.5	-3	-1	-3	21	-37	4	1	2.9	-6	1
COC(=O)CC(N)c1ccc(OC)c2ccccc12 (stereo not given)	-0.4	-5	1	1	-12	18	-6	4	-0.1	3	2
Cc1cc(Br)cc(C)c1OCC(=O)NNC(=O)CCC(=O)NCc1ccccc1	-1.1	0	-2	-1	573	9	1	1	-0.7	49*	-1
CC1=C(C(=O)Nc2ccccc2C)C(c2ccccc2)NC(=O)N1 (stereo not given)	-0.9	-3	nt	-2	5	12	-16	4	-0.3	0	0
COc1ccc(NC(=O)c2ccc3nc(C)sc3c2)cc1	1.7	-4	-1	1	-7	-10	8	2	-0.7	0	8
COc1ccc(/C(=N\Nc2ccccc2C(=O)O)c2ccccc2)cc1	-1.0	4	3	0	-5	-16	3	-5	0.3	-14	4
COc1cc(OC)cc(C(=O)/C=C2\Sc3ccccc3N2C)c1	0.5	-8	-1	0	-4	-8	-4	3	-0.2	-8	-1
COc1ccc(CN(C(=O)CSc2nnc(-c3ccc(F)cc3)o2)c2ccc(F)cc2)cc1	-1.3	-4	nt	-4	9	-15	-3	4	-0.8	-4	nt
Nc1c(C(=O)O)sc2nc(-c3ccccc3)cc(-c3ccccc3)c12	0.7	-12	2	-3	-1	-14	-10	3	-0.2	-12	-3

As entered above:
Reading of CC(C)Cc1nc2oc3c(Cl)ncnc3c2c2c1CCC2 in Rtt109 Vps75: 1
Reading of Cc1[nH]n2c(=O)c(C#N)c(-c3ccccc3)nc2c1-c1ccccc1 in CDK5 p35 inh: 1.2

Continued:
SMILES	CDK5 p35 inh	Cardiac RTF inh	NSD2 HMT inh	Keap1-Nrf2 PPI	Mot1-301 SUMO	PfHsp90 yeast 2	PvdQ acylase	cardiac RTF act	LANA DNA inh	dFosB activator	Rtt109 Vps75
CC12CCC(=O)N1C(C(=O)O)Cc1c2[nH]c2ccccc12 (stereo not given)	0.7	6	nt	1	-3	4	-2	-2	-0.1	-3	-2
COc1ccc(C(=Cc2ccccc2)C(=O)O)cc1	2.7	3	-1	-3	nt	-7	3	-7	-0.5	-1	nt
Cc1ccc(C2(C)NC(=O)N(CC(=O)Nc3cc(S(=O)(=O)N4CCOCC4)ccc3C)C2=O)cc1 (stereo not given)	-1.6	6	5	-4	2	10	0	8	0.2	-11	12
O=C(NCc1ccco1)c1cc2cc3ccc(Cl)cc3nc2o1	1.4	-1	1	-2	-1	-31	-6	4	0.3	7	-13
Cc1cc(C(=O)Nc2nc3c(C)cccc3s2)c(C)o1	1.5	-1	-1	-7	-3	-2	-10	4	-0.5	9	0
CCN(CC)S(=O)(=O)c1cccc(C(=O)OCC(=O)c2ccc3c(c2)NC(=O)CO3)c1	-1.0	13	nt	-3	-5	11	-8	-1	-1.7	1	-3
CC1CC(C)CN(C(=O)C2CC(=O)N(c3ccc(F)cc3)C2)C1 (stereo not given)	-0.7	-15	-1	-4	-22	11	-7	7	0.3	-9	-5
Cc1ccc(S(=O)(=O)N(CC(=O)NCC2CCCO2)c2cccc([N+](=O)[O-])c2)cc1 (stereo not given)	1.3	-3	0	-2	8	46	-14	3	0.4	-3	-12
COc1cc(CN2CCCCCC2)cc([N+](=O)[O-])c1O	-1.4	0	1	-4	-3	-1	-9	1	1.3	5	6
CCOP(=O)(OCC)C(Nc1ccccc1)c1cc(OC)ccc1OC (stereo not given)	0.0	-1	nt	2	-3	-2	8	0	1.2	8	4
O=C(O)CSCC(=O)Nc1ccc(Br)c(C(F)(F)F)c1	-1.5	nt	-2	4	11	3	-2	nt	1.7	-8	-7
CCN1CCN(S(=O)(=O)c2cc(C(=O)O)ccc2Cl)CC1	2.4	-14	2	-4	1	-25	-12	0	-8.5	0	-3
CCn1c(O)c(C=NC2CCCC2)sc1=S	-3.9	-4	9	-1	-5	-26	-1	1	1.0	1	-18
Cc1cccc(C(C)C)c1NC(=O)CSc1cccc[n+]1[O-]	0.8	2	0	0	-11	-12	-4	-4	0.9	5	-7

Screening results (PubChem)
